High-throughput results (PubChem BioAssay)
FLuc counter: qHTS profiling assay for firefly luciferase inhibitor/activator using purifed enzyme and Km concentrations of substrates (counterscreen for miR-21 project); Luciferin 4-monooxygenase (Photinus pyralis), P08659; purified FLuc, Km substrates, luminescence inhibition; Potency, µM (titrated, usually from 57.5 µM), for the others: at the highest dose activity change, negative = inhibition, actives largely listed as inhibitors; AID 588342, 2011; 6.9% of 360,000 active; active means well fitted inhibition curve with a large enough effect; inconclusive means small, poorly fitted or top-dose-only effect;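 further: plate controls were vehicle for no effect and reference inhibitor for full effect; nearly all actives have a fitted effect of over 55% in size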
Target sequence (P08659 whole entry, looked up): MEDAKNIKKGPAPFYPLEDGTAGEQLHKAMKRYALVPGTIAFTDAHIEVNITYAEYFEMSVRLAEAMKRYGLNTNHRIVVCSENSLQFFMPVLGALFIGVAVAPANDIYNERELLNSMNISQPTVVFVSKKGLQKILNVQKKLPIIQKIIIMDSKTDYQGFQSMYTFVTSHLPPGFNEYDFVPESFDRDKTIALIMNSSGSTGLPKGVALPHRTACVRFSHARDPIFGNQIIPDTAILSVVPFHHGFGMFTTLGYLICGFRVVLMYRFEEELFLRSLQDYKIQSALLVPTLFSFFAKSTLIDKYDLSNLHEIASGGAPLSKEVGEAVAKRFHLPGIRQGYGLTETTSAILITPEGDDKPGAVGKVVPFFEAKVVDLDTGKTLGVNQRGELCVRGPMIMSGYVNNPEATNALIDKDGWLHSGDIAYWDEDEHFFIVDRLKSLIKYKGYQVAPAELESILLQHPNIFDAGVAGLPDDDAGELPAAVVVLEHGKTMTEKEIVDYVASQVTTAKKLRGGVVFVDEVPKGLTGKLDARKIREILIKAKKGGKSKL
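Biochemical qHTS of compounds, final roughly 60 µM downward over six points, against 10 nM purified firefly luciferase using Km concentrations of substrates (10 uM D-luciferin, 10 uM ATP) in Tris acetate pH 7.5 buffer; luminescence output.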
* marks the source's active call; other numbers are inactive results; u = inconclusive. Potency means the concentration at half of the fitted maximal effect.

structure | FLuc counter
Cc1ccc(S(=O)(=O)NCC2CCC(C(=O)NCCc3ccc(Cl)cc3)CC2)cc1 (configuration not stated) | -2%
COC(=O)c1scc(-c2ccc(C)cc2)c1S(=O)(=O)Nc1cccc(Cl)c1C | u
CCOc1ccc(C2CC(=O)n3nc(-c4ccc(C)cc4)nc3S2)cc1OC (configuration not stated) | -2%
COc1ccc(NC(=O)N2CCOc3ccc(Cl)cc32)cc1 | -15%
COc1ccc(-c2oc3ncn4nc(-c5cccc(C)c5)nc4c3c2-c2ccc(OC)cc2)cc1 | -2%
Cc1nc(N2C(=O)c3oc4ccccc4c(=O)c3C2c2ccccc2F)sc1C (configuration not stated) | 0%
Cc1cccc(-c2nc3cc(NC(=O)c4ccc(OCC(C)C)cc4)ccc3o2)c1 | -5%
CCC(Oc1ccccc1)C(=O)Nc1ccc(OCc2cc(=O)n3ccccc3n2)cc1 (configuration not stated) | -11%
CCc1nc(SC)ncc1C(=O)NCc1cccc(Br)c1 | 1%
COc1ccc(CNC(=O)Cn2ncc3c([nH]c4ccccc43)c2=O)cc1 | -1%
O=S(=O)(NCc1ccc(F)cc1)c1ccc2[nH]c3c(c2c1)CCCC3 | -16%
COC(=O)c1sc2cccc(F)c2c1S(=O)(=O)N1CCN(c2ccccc2OC)CC1 | -3%
COc1ccc(NC(=O)c2c(-c3ccccc3)c(-c3ccccc3)nn(C)c2=O)c(OC)c1 | -14%
CCN1C(C(=O)c2ccccc2)=C(OC(=O)COc2ccc(OC)cc2)c2ccccc2S1(=O)=O | -14%
CCOc1ccc(NC(=O)Cn2c(=O)n(CCc3ccccc3)c(=O)c3c4c(sc32)CN(C(C)=O)CC4)cc1 | 0%
CCCN(C(=O)Cn1c(=O)oc2cc(Cl)ccc21)c1ccc(C(C)C)cc1 | -2%
CCOc1ccc2c(c1)c(=O)c(S(=O)(=O)c1ccc(C)cc1)cn2Cc1ccccc1Cl | 1%
CN(C(=O)c1ccc2c(c1)N(Cc1ccccc1F)C(=O)c1ccccc1S2(=O)=O)C1CCCCC1 | -3%
CCOc1ccc(CN2CCN(c3ncnc4sc5c(c34)CC(C)CC5)CC2)cc1 (configuration not stated) | 0%
CCCOc1ccc(-c2nonc2NC(=O)c2oc3ccc(Cl)cc3c2C)cc1OCCC | -19%
Cc1ccc(CNC(=O)CN2C(=O)COc3ccccc32)cc1 | 3%
COc1ccc(Cl)cc1NC(=O)Cn1ncc2c3ccccc3n(C)c2c1=O | -2%
Cc1nc2ccn(Cc3ccco3)c(=O)c2cc1C(=O)N1CCN(c2ccc(F)cc2)CC1 | 0%
COc1ccccc1CCNC(=O)C(=O)NCC(c1ccco1)S(=O)(=O)c1ccccc1 (configuration not stated) | -9%
CCOC(=O)c1ccc(NC(=O)C2CC(=O)N(c3ccc(C(C)C)cc3)C2)cc1 (configuration not stated) | 6%
COc1cccc(Cn2nnc3c(=O)[nH]c(C4CCCN(C(=O)c5ccc(C)cc5)C4)nc32)c1 (configuration not stated) | -13%
COc1ccc(-n2nc(C(=O)NCc3ccc(F)cc3Cl)c3c4ccccc4n(C)c3c2=O)cc1Cl | -1%
COc1ccc(CNC(=O)c2nc(Cn3nc(C)c(Br)c3C)no2)cc1OC | 1%
Cc1cc(/C=C(\C#N)C(=O)Nc2ccccc2)c(C)n1-c1ccc(F)cc1 | 2.7µM*
Cc1ccccc1-c1noc(CCC(=O)Nc2cccc(C)c2C)n1 | -2%
CCOC(=O)CNC(=O)Nc1cc(C(=O)NCc2ccc(C(C)C)cc2)ccc1N1CCCC1 | u
CCN(Cc1nc(-c2ccc(OC)cc2)oc1C)S(=O)(=O)c1ccc(C)cc1 | -11%
Cc1ccc(-c2noc(CSc3nnc(C)n3-c3ccc(F)cc3)n2)cc1 | 8%
O=C(CSc1nc2c([nH]c3ccccc32)c(=O)n1-c1ccc(Cl)cc1)NC1CCCCC1 | -1%
O=C(CNC(=O)c1ccccc1Cl)OCc1cc(=O)n2nc(C3CC3)sc2n1 | 4%
Cc1cccc(N(C)S(=O)(=O)c2cc3[nH]c(=O)c(=O)[nH]c3cc2C)c1 | 0%
CC(C)(C)c1ccc(C(=O)N2CCC(c3nc(-c4ccc(S(=O)(=O)N5CCCC5)cc4)no3)CC2)cc1 | -17%
CCC(CC)C(=O)Nc1nnc(SCc2cc(=O)c3ccccc3[nH]2)s1 | -8%
CC(=O)N(Cc1cccnc1)c1nc2c(C)cc(C)cc2s1 | -16%
COc1cccc(CNC(=O)c2cccc(-n3c(C)nc4cccnc43)c2C)c1 | -2%
Cc1ccccc1NC(=O)CN1C(=O)C(C)(C)c2ccccc21 | 0%
CCCCN(CCCC)C(=O)c1cc2c(=O)n3ccccc3nc2s1 | 3%
Cc1ccc(-n2c(SCc3nc(-c4ccccc4C)no3)nnc2-c2ccncc2)cc1C | 2%
Cc1cc(C)cc(NC(=O)CCc2c(C)nc3nc(CNC(=O)c4cccc(F)c4)nn3c2C)c1 | 2%
COC(=O)c1ccccc1NC(=O)CCCn1nc(C)c2sc3ccccc3c2c1=O | -5%

Part of the list above, with each value named:
> Cc1ccccc1NC(=O)CN1C(=O)C(C)(C)c2ccccc21
  FLuc counter = 0%

> CC(=O)N(Cc1cccnc1)c1nc2c(C)cc(C)cc2s1
  FLuc counter = -16%

> CCN(Cc1nc(-c2ccc(OC)cc2)oc1C)S(=O)(=O)c1ccc(C)cc1
  FLuc counter = -11%

> O=C(CSc1nc2c([nH]c3ccccc32)c(=O)n1-c1ccc(Cl)cc1)NC1CCCCC1
  FLuc counter = -1%

Next part
structure | FLuc counter
CCOc1ccc(CCNC(=O)c2cc3c(-c4cccc(OC)c4)nn(C)c3s2)cc1OCC | -14%
Cc1cccc(CN2C(=O)c3ccccc3S(=O)(=O)c3ccc(C(=O)N(C)Cc4ccccc4)cc32)c1 | 3%
COc1cc(Cn2c(=O)oc3ccc(C)cc32)ccc1OCCC(C)C | 2%
COc1ccc(S(=O)(=O)NCCc2csc(-c3cccc(F)c3)n2)cc1OC | -7%
COc1ccc2c(CNC3CCCCCC3)c(C(=O)O)n(Cc3ccc(C)cc3)c2c1 | -5%
COc1ccc(/C=C\c2onc(C)c2S(=O)(=O)N2CCC(C(=O)Nc3cccc(Cl)c3)CC2)cc1 | -8%
Cc1ccc(OCc2nc(-c3ccc(C(=O)NCCc4ccc(S(N)(=O)=O)cc4)cc3)oc2C)cc1 | 4%
CCOc1ccc(-c2nonc2NC(=O)c2oc3ccc(Cl)cc3c2C)cc1 | u
O=C(CSc1nccn1Cc1ccccc1)Nc1ccc2c(c1)OCO2 | u
COc1ccc(-c2nnc(C3CCN(S(=O)(=O)c4ccc(C)c(C)c4)CC3)o2)cc1 | -9%
COc1ccccc1CNC(=O)c1ccc(C)c(-n2cnc3cccnc32)c1 | -2%
COc1ccc(-n2cc(-c3ccccc3)nc2SCC(=O)Nc2ccccc2)cc1Cl | 2%
CCOc1ccc2nc(N3CCCC(C(=O)Nc4ccc(Br)c(C)c4)C3)sc2c1 (configuration not stated) | 6µM*
Cc1ccc(N(CC(=O)NCCSc2ccccc2)S(=O)(=O)c2ccc(F)cc2)cc1 | 3%
COc1ccc(C(=O)N2CCC(C(=O)Nc3ccc(OC)cc3OC)CC2)cc1 | -7%

Single values from the results shown:
FLuc counter, CCOc1ccc(CCNC(=O)c2cc3c(-c4cccc(OC)c4)nn(C)c3s2)cc1OCC → -14%
FLuc counter, COc1ccc(/C=C\c2onc(C)c2S(=O)(=O)N2CCC(C(=O)Nc3cccc(Cl)c3)CC2)cc1 → -8%
FLuc counter, Cc1ccc(N(CC(=O)NCCSc2ccccc2)S(=O)(=O)c2ccc(F)cc2)cc1 → 3%

More compounds.
structure | FLuc counter
CCCn1c2ccccc2c2cnn(CC(=O)NCCc3ccc(OC)cc3OC)c(=O)c21 | -18%
CCc1ccc(NC(=O)c2oc3c(c2C)-c2[nH]ncc2CC3)cc1 | -17%
CCCCSc1nnc2c(n1)OC(c1ccc(C)s1)Nc1ccccc1-2 (configuration not stated) | u
CCOC(=O)c1nc(N2CCN(c3ccc(F)cc3)CC2)c2c(C)noc2n1 | -6%
COc1ccc(NC(=O)C(CC(C)C)NC(=O)C2CCCCC2)cc1 (configuration not stated) | 0%
COc1ccc(CNC(=O)Cn2ncc3c(=O)oc4ccccc4c32)c(OC)c1 | -1%
Oc1ccccc1-c1nc(-c2cccs2)c(-c2cccs2)[nH]1 | u
CCOc1ccc(NC(=O)CSc2nc3ccsc3c(=O)n2C(C)CC)cc1 (configuration not stated) | 3%
Cc1ccc(S(=O)(=O)Nc2cccc(-c3ccc(N4CCC(C)CC4)nn3)c2)s1 | 0.76µM*
COc1cc(C)ccc1OCCSc1nc2ccc(NC(=O)c3ccco3)cc2s1 | u
Cn1c(-n2cccc2)c(-c2c(-c3ccc(F)cc3)[nH]c3c2c(=O)n(C)c(=O)n3C)c(=O)n(C)c1=O | 1%
COc1ccc(-n2nnc(-c3nsc(NC(=O)c4cccc(C)c4)n3)c2C)cc1OC | 2%
Cc1c(C2=CCN(S(=O)(=O)c3ccc(Br)cc3)CC2)c2ccccc2n1CC(=O)N1CCCC1 | 0%
COc1ccc(-c2noc(CCC(=O)NCc3ccc(OC)cc3OC)n2)cc1 | -13%
Cc1ccc(NC(=O)Cn2c(=O)n(-c3ccc(C)cc3)c(=O)c3ccc(C(=O)NCc4ccccc4Cl)cc32)cc1 | 0%
COc1cccc(CNC(=O)c2ccc3c(Cl)c4c(nc3c2)CCCC4)c1 | u
O=C(Nc1cccc(Cl)c1Cl)c1cc2nc(-c3ccc4c(c3)OCO4)cc(C(F)(F)F)n2n1 | 4%
CCN(C(=O)CSc1nc2ccccc2n1CC(=O)Nc1ccccc1C)c1ccccc1 | 3%
CCn1c(C)c(C)c2cc(C(=O)NCC(C)c3ccccc3)ccc21 (configuration not stated) | -6%
CC1CCCN(S(=O)(=O)c2ccc3c(c2)CCN3C(=O)CCC(=O)O)C1 (configuration not stated) | 5%
Cc1c2cnn(CC(=O)N3CCCCC3)c(=O)c2c(C)n1Cc1ccc(Cl)cc1 | 0%
COc1ccccc1CNC(=O)CCn1c(=O)c2ccccc2n(CC(=O)Nc2ccc(C)cc2)c1=O | -7%
CCOC(=O)c1c(NC(=O)c2cc(-c3ccccc3)on2)sc2c1CCCC2 | -3%
CCCCN(Cc1cc2cc(C)ccc2[nH]c1=O)C(=O)c1cccc(Cl)c1 | 0%
CC(C)c1ccc(C2N=C(N)Nc3nc4ccccc4n32)cc1 (configuration not stated) | 1%
COc1cccc(NC(=O)Cn2cc(C(=O)c3ccc(F)cc3)c(=O)c3cc(OC)ccc32)c1 | 0%
CCOC(=O)c1c(NC(=O)c2cc(OCC)c(OCC)c(OCC)c2)sc2c1CCCCC2 | 0%
CCn1nnc2cc(C(=O)Nc3ccc(C)cc3Br)ccc21 | u
CCc1ccc(NC(=O)CC2C(=O)N(c3ccc(OC)cc3)C(=O)N2Cc2cccs2)cc1 (configuration not stated) | -12%
COc1ccccc1N1CCN(C(=O)CCS(=O)(=O)c2cc(Br)cc3c2N(C(=O)C2CC2)CC3)CC1 | 6%
Cc1ccc(NC(=O)c2c3c(nc4ccccc24)C(=O)N(C2CCCCC2)C3)cc1F | -2%
COc1ccc(CNC(=O)Cn2ccc3cc(S(=O)(=O)N4CCCC4)ccc32)c(OC)c1 | 4%
Cc1ccc(-n2ncc(C(=O)NCCN3CCc4ccccc4C3)c2C2CCN(C(=O)OC(C)(C)C)CC2)c(C)c1 | -3%
CCOc1ccc(NC(=O)CN(c2ccc(Cl)cc2C)S(=O)(=O)c2ccccc2)cc1 | -8%
CSc1nc2c(c(=O)[nH]1)C(c1cccc(F)c1F)CC(=O)N2 (configuration not stated) | -3%
COc1ccc(C(=O)NCCn2cc(SCC(=O)Nc3ccc(F)cc3)c3ccccc32)cc1 | u
CCc1c(CN2CCN(c3cccc(C)c3)C(C)C2)csc1C (configuration not stated) | -2%
O=C(CSc1nc2c([nH]c3ccccc32)c(=O)n1-c1ccccc1)c1ccccc1 | -7%
CCOc1ccc(CNC(=O)c2ccc3nc(C(C)C)oc3c2)cc1 | -2%
CC(CCc1ccccc1)NC(=O)Cn1ncc2c3ccccc3n(Cc3ccc(F)cc3)c2c1=O (configuration not stated) | 5%
CNC(=O)C1CCC(Cn2c(=O)c3sccc3n(Cc3cc(C)ccc3C)c2=O)CC1 (configuration not stated) | -2%
Cc1ccc(Cn2c(C(=O)Nc3cccc(Cl)c3)cc3sccc32)cc1 | 0%
COc1ccc(-c2nc(CCNC(=O)c3ccccc3)cs2)cc1OC | u
CC1CCCN(CCCNC(=O)Cn2ncc3c([nH]c4ccccc43)c2=O)C1 (configuration not stated) | -1%
O=C(NCc1cccc(Cl)c1)C1CCN(C(=O)c2sccc2-n2cccc2)CC1 | 2%
Cc1noc(C)c1S(=O)(=O)N(CC(=O)Nc1ccc(F)cc1F)c1ccc(C(C)C)cc1 | -3%
CCOc1ccc(-c2c(C)nn3c(C)c(C(=O)NCc4ccc(Cl)cc4)cnc23)cc1OCC | -5%
CSc1ccc(CCNC(=O)c2cnn(-c3ccccc3)c2-n2cccc2)cc1 | -14%
O=C(c1ccc(Br)cc1)N(Cc1ccco1)c1ccccn1 | -14%
Cc1ccc(CCNC(=O)c2ccc(CS(=O)(=O)c3ccc(Cl)cc3)o2)cc1 | -7%
CC(C)(C)OC(=O)N1CCC(c2c(C(=O)NCCN3CCOCC3)cnn2-c2ccc(F)cc2F)CC1 | -1%

The list is partial; the hit share may differ from the screen's.
